Compound activity as filed in PubChem BioAssay.
Arrestin-AP2 inh: human beta-arrestin and AP2 interaction inhibition; FITC-arrestin peptide / GST-AP2 beads, flow cytometry; AP2 beta2 appendage carries R879A mutation; inhibition, % at 10 µM; 340,000 compounds, 0.31% hits; AID 504490;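 active means inhibition above a set limit, near 3 SD of compounds lacking own fluorescence, cut at about 54% in these data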;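 further: plate controls were DMSO wells for no effect and 5 µM unlabelled arrestin peptide for full effect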
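System: GST-AP2 R879A bound to glutathione beads, E. coli-expressed. Also added: 50 nM FITC-arrestin peptide. Schedule: compound with beads 12 min RT, then probe 1 h RT. Signal: bead flow cytometry, FITC channel. Read-out basis: percent response.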
PKA-R2B act: activates the human PKA-R2B holoenzyme complex. PKA-R2B holoenzyme dissociation, Cy5-IP20 fluorescence polarization; R2B truncated from residue 108, S112A mutant; 0% DMSO only, 100% 113 µM cGMP. 340,000 compounds, 0.079% hits. activation, % at 11.4 µM. AID 504700. P22694+P31323;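 active means activation above a cutoff set at the mean over all compounds plus 3 SD, cut at about 18% in these data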;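 further: higher means more holoenzyme dissociation and a rise in polarization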
Target sequence (P31323 whole entry, looked up, other chains not shown, the tested form may be a part): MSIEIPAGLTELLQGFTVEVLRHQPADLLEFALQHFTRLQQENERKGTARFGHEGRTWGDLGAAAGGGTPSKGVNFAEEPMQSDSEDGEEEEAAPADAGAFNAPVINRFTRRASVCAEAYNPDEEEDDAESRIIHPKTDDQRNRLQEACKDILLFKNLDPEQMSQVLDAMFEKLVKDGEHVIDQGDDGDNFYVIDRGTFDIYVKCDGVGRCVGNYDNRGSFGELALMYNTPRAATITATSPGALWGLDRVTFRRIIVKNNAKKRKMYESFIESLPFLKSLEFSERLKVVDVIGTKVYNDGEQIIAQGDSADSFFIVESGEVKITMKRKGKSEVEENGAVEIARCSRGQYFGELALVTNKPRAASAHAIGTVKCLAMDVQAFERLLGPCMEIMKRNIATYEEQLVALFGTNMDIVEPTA
Pemphigus Ab inh: inhibitors of pemphigus antibody binding to human desmoglein-3 | AID 588358 | DSG3-coupled beads, scFv-anti-DSG3-GFP binding, flow cytometry; active compounds read low | P32926 | 310,000 compounds, 0.48% hits | binding (percent of control), % at 10 µM;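 active means binding more than 3 SD below its plate's average and above zero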;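 further: hits lower antibody fragment binding to DSG3; some compounds called inactive have numbers as strong as hits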
V-ATPase pH: yeast V-ATPase proton transport regulation by pHLuorin. S. cerevisiae, pHLuorin cytosolic pH fluorescence. response, % at 10 µM. 350,000 compounds, 0.37% hits. AID 504577; in the data active means response mostly above about 7.3%, no sharp cut-off; inactive means mostly below about 5.4%; further: actives read high; inactives centre near 0; some compounds called inactive have numbers as strong as hits; reference of the scale not given here
OPRM1-OPRD1 ag: OPRM1-OPRD1 heterodimerization agonism; 340,000 compounds, 0.3% hits; cells, luminescence; P35372+P41143; activation, % at 9.3 µM; in the data active means activation above about 18%;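 further: 0% = vehicle-treated cells and 100% = reference agonist; values of inactives mirror those of a sister screen read the other way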
DAGLB inh: diacylglycerol lipase beta (human) inhibition; Q8NCG7; HEK293T DAGLB membrane lysate, EnzChek fluorogenic substrate; inhibition, % at 5.17 µM; 340,000 compounds, 0.059% hits; in the data active means inhibition above about 34%;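 further: 0% = enzyme with vehicle and 100% = wells lacking enzyme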
HTR5A inv ctr: inverse agonist of human HTR5A in OPRM1-OPRD1 counter-screen; P47898; HTR5A cell line, luminescence, inverse agonism; inhibition, % at 9.3 µM; 340,000 compounds, 0.083% hits; AID 504634; in the data active means inhibition mostly above about 23%, no sharp cut-off; inactive means mostly below about 18%;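 further: 0% = cells with DMSO and 100% = no-cell wells with DMSO; some compounds called inactive have numbers as strong as hits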
Target sequence (P47898 whole entry, looked up): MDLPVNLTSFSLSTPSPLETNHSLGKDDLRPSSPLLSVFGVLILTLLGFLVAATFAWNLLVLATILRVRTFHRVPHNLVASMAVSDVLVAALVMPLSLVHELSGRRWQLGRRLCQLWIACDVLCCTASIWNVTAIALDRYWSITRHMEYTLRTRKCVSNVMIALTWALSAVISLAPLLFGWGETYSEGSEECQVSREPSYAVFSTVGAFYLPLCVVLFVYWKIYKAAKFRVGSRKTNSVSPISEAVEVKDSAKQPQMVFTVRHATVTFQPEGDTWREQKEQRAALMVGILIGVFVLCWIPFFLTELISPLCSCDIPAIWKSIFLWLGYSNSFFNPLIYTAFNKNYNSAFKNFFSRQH
PKA-R1A activ: activators of PKA-R1A complex; P00514+P68181; PKA-R1A dissociation, Cy5-IP20 fluorescence polarization; scaled: DMSO 0%, 113 µM cGMP 100%; activation, % at 11.4 µM; 340,000 compounds, 0.083% hits;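 active means percent activation above the mean of all tested compounds plus 3 SD, cut at about 19% in these data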;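 further: higher means more PKAc released from R1A so a rise in polarization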
MOR-DOR inv ag: mu-delta opioid heterodimer inverse agonism. 340,000 compounds, 0.21% hits. AID 504357. cell-based MOR-DOR heterodimer luminescence. inhibition, % at 9.3 µM. P35372+P41143; in the data active means inhibition above about 22%, passing the limit was not always enough;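 further: 0% = cells with DMSO and 100% = wells without cells with DMSO; values of inactives mirror those of a sister screen read the other way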
HTR5A ag ctr: HTR5A agonism, opioid heterodimer counter-screen. P47898. HTR5A agonist assay, luminescence, cell-based. activation, % at 9.3 µM. 340,000 compounds, 0.61% hits. AID 504692; in the data active means activation mostly above about 9.5%, no sharp cut-off; inactive means mostly below about 7.6%;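 further: 0% = cells with vehicle only and 100% = reference agonist; strong numbers were not always called active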
Numbers without * were called inactive; . = no result given.

No. | compound | Arrestin-AP2 inh | PKA-R2B act | Pemphigus Ab inh | V-ATPase pH | OPRM1-OPRD1 ag
1 | Cc1cc(NC(=O)C2C3C(=O)N(Cc4ccc(Cl)cc4)C(C(=O)NC(C)(C)C)C34C=CC2(C)O4)no1 (configuration not stated) | -2 | -10 | 106 | 2 | -0.5
2 | CCN1CCN(CC(=O)N2CCCC(C(=O)c3ccc(Oc4ccccc4)cc3)C2)CC1 (configuration not stated) | -2 | -5 | 100 | 2 | -0.5
3 | Cc1ccc(CCNC(=O)C2CCC(=O)N2C(C)C)cc1 (configuration not stated) | 2 | -12 | 98 | 2 | -1.7
4 | CC1CC(=O)NN=C1c1ccc(N)c([N+](=O)[O-])c1 (configuration not stated) | 19 | -14 | 102 | 2 | -0.3
5 | COc1ccc([C@H]2CC(=O)C=C(/C=C/c3ccc(C(F)(F)F)cc3)C2)cc1 | 2 | 0 | 102 | 1 | -0.3
6 | Cc1ccc(Cl)c(OCC(=O)Nc2cc(S(=O)(=O)N3CCOCC3)ccc2N2CCCC2)c1 | 9 | -9 | 96 | 1 | -1.8
7 | COc1ccc(S(=O)(=O)N2CCCCC2)cc1NC(=O)c1cccs1 | 24 | 3 | 107 | 9 | -2.6
8 | CCn1cc(/C=C(\NC(=O)c2ccccc2OC)C(=O)NCCCn2ccnc2)c2ccccc21 | -1 | -2 | . | -1 | -1.6
9 | CCCCCCCSc1ncnc2[nH]ncc12 | -4 | -8 | 95 | -3 | -2.4
10 | CCNC(=S)N/N=C(\C)c1cc2ccccc2o1 | 25 | -9 | 100 | 0 | -0.8
11 | COc1ccc(CCNC(=O)CSc2nnc(-c3ccc(F)cc3)c3ccccc23)cc1OC | 21 | -16 | 112 | -4 | -2.9
12 | O=C(CSc1nnc(N2CCCC2)n1-c1ccccc1Cl)N1CCN(c2ccccn2)CC1 | 2 | -6 | 106 | 3 | -4.2
13 | CCN(CC)C(=O)c1ncn(C)c1C(=O)N(CC)CC | -8 | 4 | 99 | -3 | -3.2
14 | COc1ccc(C)cc1S(=O)(=O)N(C)CC(=O)NC1CCCCCC1 | -21 | -5 | 105 | -1 | -1.9
15 | CC(C)N=Cc1c(O)[nH]c2ccccc12 | 2 | -11 | 100 | -4 | -3.0

No. | DAGLB inh | HTR5A inv ctr | PKA-R1A activ | MOR-DOR inv ag | HTR5A ag ctr
1 | -1 | -3 | -13 | 3 | 4
2 | 4 | 5 | -3 | 3 | -2
3 | -1 | 13 | -18 | 10 | 2
4 | 2 | 11 | 3 | 2 | -3
5 | -7 | -11 | 1 | 2 | 4
6 | 0 | 23 | -7 | 10 | 1
7 | 1 | 6 | 0 | 11 | -2
8 | 0 | 3 | 7 | 9 | 8
9 | -4 | 11 | -10 | 12 | -3
10 | -2 | -8 | -2 | 4 | 1
11 | 1 | 23 | -8 | 15 | -1
12 | -2 | 2 | 7 | 18 | -1
13 | -1 | 17 | 1 | 17 | 10
14 | 0 | -2 | -13 | 10 | 1
15 | -1 | -8 | -3 | 16 | 1

(list continues)
No. | compound | Arrestin-AP2 inh | PKA-R2B act | Pemphigus Ab inh | V-ATPase pH | OPRM1-OPRD1 ag
16 | COc1cc(C(=O)OCC(=O)Nc2sccc2C(N)=O)cc(OC)c1OC | 1 | -4 | 94 | 0 | -0.4
17 | CCC(C)NC(=O)CCc1c(C)nc2nc(-c3cc(OC)cc(OC)c3)nn2c1C (configuration not stated) | -3 | 7 | . | 0 | -1.2
18 | Cc1cc(=O)[nH]c(SCCCOc2ccc(F)cc2)n1 | 7 | 1 | 97 | 0 | -2.8
19 | COc1ccc(OC)c(C(=O)C(=O)c2cc(OC)ccc2OC)c1 | -5 | -1 | 89 | 0 | -0.1
20 | CC(C)C(C)NC(=O)COn1nnc2ccc(S(=O)(=O)N3CCOCC3)cc21 (configuration not stated) | 27 | -3 | 94 | 0 | -1.4
21 | CC(Oc1ccc2c3c(c(=O)oc2c1)CCCC3)C(=O)NCCN1CCOCC1 (configuration not stated) | 14 | 6 | 120 | -4 | -1.2
22 | CCCCn1c(-c2ccccc2)nc2c(=O)n(C)c(=O)[nH]c21 | 22 | 1 | 107 | 1 | 0.4
23 | CCCn1nnnc1SCC(=O)N1CCCCC1 | 0 | 0 | 111 | -1 | -0.9
24 | Cc1ccccc1CNC(=O)C1CCC(=O)N(Cc2cccc(F)c2)C1 (configuration not stated) | 4 | -10 | . | -7 | -2.6
25 | Nc1nc(NCCCN2CCOCC2)nc(NCc2ccccc2)c1[N+](=O)[O-] | -8 | 3 | . | -2 | -1.2
26 | Cn1ncc(C#N)c1/N=C/N1CCCCCC1 | -4 | -1 | . | 0 | -3.0
27 | CC(C)COC(=O)C1C2C=CC3(CN(C(C)c4ccc(Br)cc4)C(=O)C13)O2 (configuration not stated) | 3 | -3 | 104 | -1 | -3.0
28 | CC(O)C(NS(=O)(=O)c1ccc(Cl)cc1)C(=O)OCc1nnc(-c2ccccc2)o1 (configuration not stated) | -6 | 5 | 104 | 2 | -0.4
29 | COc1ccc(-n2nnnc2SCC(=O)c2cccc(OC)c2)cc1 | -1 | -10 | 103 | 4 | -0.2
30 | O=C(NCCSc1ccc(Cl)cc1)c1ccco1 | -2 | -10 | 105 | 0 | -0.3

No. | DAGLB inh | HTR5A inv ctr | PKA-R1A activ | MOR-DOR inv ag | HTR5A ag ctr
16 | 1 | 7 | -13 | 2 | -2
17 | -2 | -27 | -1 | 7 | 10
18 | -4 | -11 | -1 | 15 | 2
19 | -3 | 2 | -4 | 0 | -1
20 | 4 | 1 | 1 | 6 | 2
21 | 2 | 13 | -8 | 6 | -4
22 | 4 | -17 | 8 | -2 | 2
23 | -1 | -13 | -7 | 6 | 0
24 | -3 | 8 | -1 | 13 | 3
25 | 0 | -11 | -2 | 6 | 4
26 | -1 | 6 | -3 | 15 | 0
27 | 0 | 1 | -4 | 15 | 0
28 | 1 | 14 | 4 | 2 | -3
29 | -12 | 14 | -8 | 1 | -1
30 | -2 | -2 | 0 | 2 | 1

(continued)
No. | compound | Arrestin-AP2 inh | PKA-R2B act | Pemphigus Ab inh | V-ATPase pH | OPRM1-OPRD1 ag
31 | O=C(c1cccc(S(=O)(=O)Nc2ccc(Br)cc2)c1)N1CCCC1 | -21 | -6 | 108 | 0 | -1.1
32 | COCCNC(=O)CCC1CCN(C/C=C/c2ccccc2OC)CC1 | 13 | -1 | 118 | -4 | -2.7
33 | CCOC(=O)N1CCN(c2cc(N)c([N+](=O)[O-])cc2F)CC1 | -5 | -4 | 101 | -6 | -1.2
34 | COc1ccc(C(=O)c2no[n+]([O-])c2C(=O)c2ccc(OC)cc2)cc1 | -8 | -8 | 114 | 3 | 40*
35 | CC(NS(=O)(=O)c1ccccc1)C(c1cccs1)N1CCOCC1 (configuration not stated) | 24 | -4 | 97 | 2 | -0.8
36 | COc1ccc2c(c1)[nH]c1c(=O)n(CCCn3ccnc3)cnc12 | 1 | -23 | 102 | 0 | -1.7
37 | N#C/C(=C/c1ccc(-c2ccc([N+](=O)[O-])cc2)o1)C(=O)Nc1nc(-c2cccs2)cs1 | 6 | -6 | 74* | -3 | -1.2
38 | C/C(Cc1ccccc1)=N\NC(=O)CNC(=O)c1ccc(F)cc1 | 47 | -16 | . | 2 | -3.0
39 | CS(=O)(=O)NNC(=O)Cn1nnc(-c2ccc(OCc3ccccc3Cl)cc2)n1 | 39 | -9 | 109 | 1 | -2.3
40 | Cc1c(/C=C/C(=O)c2ccc(C(C)C)cc2)cnn1C | 26 | -6 | 98 | -1 | -1.7
41 | CCC(C)(C)NC(=O)C(c1ccc(OC)cc1)N(C(=O)CCC(=O)Nc1cc(C)on1)C(C)(C)C (configuration not stated) | 20 | 2 | 108 | -1 | -2.1
42 | CC(C)OC(=O)C1CC=CCC1C(=O)Nc1ccc(Cl)cc1 (configuration not stated) | 8 | 7 | 104 | 4 | -0.3
43 | COc1ccc(S(=O)(=O)N2CCOC23CCN(C(=O)c2ccccc2OC)CC3)cc1 | -6 | 3 | 97 | -3 | -2.7
44 | CCCCOC(=O)Nc1nc(C)c(C(=O)OCC)s1 | 1 | -2 | 99 | 3 | 1.7
45 | NS(=O)(=O)c1ccc(NC(=O)COC(=O)c2cnccn2)cc1 | 1 | 10 | 122 | 1 | 0.3

No. | DAGLB inh | HTR5A inv ctr | PKA-R1A activ | MOR-DOR inv ag | HTR5A ag ctr
31 | 1 | 1 | -4 | 7 | -3
32 | -3 | 14 | -2 | 13 | -4
33 | 2 | -10 | 4 | 7 | 0
34 | -5 | -56 | -8 | -200 | 26*
35 | -1 | 1 | -7 | 4 | 2
36 | 0 | 6 | -8 | 10 | -4
37 | 1 | -13 | 0 | 6 | 3
38 | -3 | 8 | -3 | 16 | -4
39 | -3 | 11 | -1 | 11 | -1
40 | -7 | -11 | -3 | 10 | 4
41 | 0 | 8 | 3 | 11 | -3
42 | -4 | 5 | 2 | 2 | -2
43 | 2 | -3 | 1 | 15 | -12
44 | -4 | 7 | 6 | -8 | 4
45 | 0 | 0 | -4 | -1 | 0

3 entries out of the list, sorted by count of non-hydrogen atoms, rising.
No. | compound | Arrestin-AP2 inh | PKA-R2B act | Pemphigus Ab inh | V-ATPase pH | OPRM1-OPRD1 ag
4 | CC1CC(=O)NN=C1c1ccc(N)c([N+](=O)[O-])c1 (configuration not stated) | 19 | -14 | 102 | 2 | -0.3
21 | CC(Oc1ccc2c3c(c(=O)oc2c1)CCCC3)C(=O)NCCN1CCOCC1 (configuration not stated) | 14 | 6 | 120 | -4 | -1.2
11 | COc1ccc(CCNC(=O)CSc2nnc(-c3ccc(F)cc3)c3ccccc23)cc1OC | 21 | -16 | 112 | -4 | -2.9

No. | DAGLB inh | HTR5A inv ctr | PKA-R1A activ | MOR-DOR inv ag | HTR5A ag ctr
4 | 2 | 11 | 3 | 2 | -3
21 | 2 | 13 | -8 | 6 | -4
11 | 1 | 23 | -8 | 15 | -1

2 entries from above, with two lines to a compound.
Results follow in this order: Arrestin-AP2 inh	PKA-R2B act	Pemphigus Ab inh	V-ATPase pH	OPRM1-OPRD1 ag	DAGLB inh	HTR5A inv ctr	PKA-R1A activ	MOR-DOR inv ag	HTR5A ag ctr
[36] COc1ccc2c(c1)[nH]c1c(=O)n(CCCn3ccnc3)cnc12
→ 1	-23	102	0	-1.7	0	6	-8	10	-4
[37] N#C/C(=C/c1ccc(-c2ccc([N+](=O)[O-])cc2)o1)C(=O)Nc1nc(-c2cccs2)cs1
→ 6	-6	74*	-3	-1.2	1	-13	0	6	3
